Autophagy mod: alters autophagy in cells; MEF GFP-LC3 puncta imaging; test concentration mostly 10 µM; calls only at 10 µM (by protocol); hit rate 0.98% among 190,000; AID 463193;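 active = percentage of spot-positive cells more than 3 SD above its plate mean, without a fluorescence outlier flag or 80% toxicity; inconclusive = no clear call, values can overlap the other calls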;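 also: spot-positive cell cutoff set from DMSO-treated cells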
RSV CPE inhibition: inhibition of RSV-induced cytopathic effect – HEp-2 cells, primary 10 µM value included (AID 2391); hit rate 0.13% among 310,000; HEp-2 cells, RSV-induced CPE inhibition; higher % means a stronger effect; one-dose CPE inhibition, % at 10 µM; IC50 in µM for titrated hits; in the data active = a potency from the dose series; inconclusive = CPE inhibition mostly from about 23% at the one dose, without a potency; inactive = the rest, 99 in 100 with CPE inhibition below about 21%; also: strong numbers were not always called active
WT yeast gro inh: growth inhibition of WT yeast, mitochondrial fusion screen; inhibition, % at 10 µM; hit rate 2.1% among 190,000; mitochondrial fusion phenotypic screen, WT strain; in the data active = inhibition above about 58%; tested in S. cerevisiae
AID2073: inhibitors of Mint1-CaV2.2 protein interaction, biochemical, HTRF (AID 2073) | HTRF protein-protein interaction, Mint1-CaV2.2; higher % means a stronger effect | one-dose inhibition, % at 20 µM; IC50 in µM for titrated hits | hit rate 0.19% among 290,000; in the data active = inhibition mostly above about 51%, no sharp cut-off; inconclusive = no clear call, values can overlap the other calls; inactive = mostly below about 53%; also: some results filed as inactive read as strong as hits
K1F lysis inhibition: inhibition of K1F phage lysis, E. coli UTI89, bacterial capsule biogenesis inhibitors, alamar blue (AID 488966) | inhibition, % at 100 µM, or IC50 in µM where a hit was titrated | hit rate 0.02% among 340,000 | E. coli UTI89 K1F phage lysis, alamar blue, 2 h; higher % means a stronger effect;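 active = phage lysis inhibition, versus mean bacterial control, above a set limit; inconclusive = no clear call, values can overlap the other calls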;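 also: capsule biogenesis inhibitors block K1F phage lysis so surviving cells raise fluorescence; higher fluorescence means more inhibition of phage lysis; actives were called in the ten point dose series up to 300 µM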
LYP inhibition: inhibitors of LYP phosphatase, biochemical, fluorescence intensity, uHTS (AID 1779) | one-dose inhibition, % at 11.5 µM; IC50 in µM for titrated hits | recombinant LYP phosphatase, fluorescence intensity; higher % means a stronger effect | hit rate 0.054% among 290,000; in the data active = inhibition above about 50%;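 also: plate controls were vehicle with enzyme for no effect and no enzyme for full effect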
GPR35 antagonists: GPR35 antagonists blocking zaprinast-driven arrestin recruitment, primary screen, imaging, U2OS, beta-arrestin-GFP, zaprinast agonist (AID 2058); U2OS GPR35 beta-arrestin-GFP translocation imaging, zaprinast antagonism; higher % means a stronger effect; inhibition, % at 10 µM, or IC50 in µM where a hit was titrated; hit rate 0.052% among 290,000;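 active = inhibition of at least 50% with at least 30 cells and total cytoplasm GFP at most 10,000,000; inconclusive = under 30 cells or total GFP of 10,000,000 plus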
NS5 inhibitors: flavivirus cap methylation enzyme inhibition – biochemical, confirmation dose response, primary screen (AID 588689); hit rate 0.3% among 340,000; one-dose inhibition, % at 25 µM; IC50 in µM for titrated hits; Dengue-2 NS5 methyltransferase capping enzyme assay, biochemical; higher % means a stronger effect; in the data active = a potency from the dose series; inconclusive = inhibition above about 29% without an active follow-up result
NTR1 agonist: agonists of NTR1, primary screen, imaging, U2OS cells, beta-arrestin-GFP, high content (AID 493036); hit rate 0.17% among 330,000; P30989; NTR1-U2OS beta-arrestin-GFP spot imaging, agonist mode; activation, % at 20 µM;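 active = activation at or above 40% of the spot to cytoplasm intensity ratio, with at least 20 cells analyzed; inconclusive = wells under 20 cells, flagged as cytotoxic or low count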;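 also: 0% = DMSO without peptide and 100% = 100 nM NTR1 peptide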
Target sequence (P30989 whole entry, looked up): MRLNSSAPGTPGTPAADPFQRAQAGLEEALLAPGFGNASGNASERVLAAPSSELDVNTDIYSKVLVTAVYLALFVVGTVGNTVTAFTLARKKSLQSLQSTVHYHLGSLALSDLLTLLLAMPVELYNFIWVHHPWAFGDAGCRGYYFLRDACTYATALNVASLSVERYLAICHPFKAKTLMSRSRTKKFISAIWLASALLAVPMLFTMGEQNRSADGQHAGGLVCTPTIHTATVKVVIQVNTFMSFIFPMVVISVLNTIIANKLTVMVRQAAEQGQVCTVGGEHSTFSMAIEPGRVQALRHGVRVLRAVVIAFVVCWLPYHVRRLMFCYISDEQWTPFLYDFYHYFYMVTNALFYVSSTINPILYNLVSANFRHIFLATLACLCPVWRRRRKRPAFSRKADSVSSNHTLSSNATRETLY
WT yeast gro inh mutant strain: further read-out of WT yeast gro inh, marked with its call; inhibition, %; mitochondrial fusion phenotypic screen, mutant strain inhibition
Autophagy mod cell loss 18 h: recorded beside Autophagy mod, whose call it bears; toxicity, %; measured here: cell loss, nuclei count;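 cell loss after 18 h compound exposure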
NTR1 agonist cell count 20 µM: further read-out of NTR1 agonist, marked with its call; cell count; measured here: cell count, cytotoxicity flag
NS5 inhibitors pilot replicate: recorded beside NS5 inhibitors, whose call it bears; inhibition, %; measured here: pilot screen replicate inhibition
An asterisk follows results filed as active; i = inactive; ? = inconclusive; . = not tested or not shown; [ ] = dose if it differs, or a comment.

SMILES	Autophagy mod	Autophagy mod cell loss 18 h	RSV CPE inhibition	WT yeast gro inh	WT yeast gro inh mutant strain	AID2073	K1F lysis inhibition	LYP inhibition	GPR35 antagonists	NS5 inhibitors	NTR1 agonist	NTR1 agonist cell count 20 µM	others
O=C1C(=O)N(c2ccccn2)C(c2ccc(F)cc2)/C1=C(/O)c1ccc(Br)cc1 (centres undefined)	.	.	0.3%	.	.	15%	0.1%	-8%	-2%	12%	-0.5	98	NS5 inhibitors pilot replicate=-2.4
CCN1C(=O)/C(=C2\Sc3ccccc3N2CC)OC1=S	i	5	14%	3	0	-31%	0.2%	-4%	-11%	0%	-0.1	64
CCOC(=O)c1c(CN2CCN(C)CC2)n(-c2ccccc2)c2cc(Br)c(O)cc12	.	.	-1.7%	.	.	2%	0.1%[50 µM]	-4%	0%	6%	23	54
Cc1cccc(C)c1Nc1ncnc2ccccc12	.	.	1.4%	.	.	4%	0.2%	-2%	10%	-5%	1.9	85
Cc1cccc(NS(=O)(=O)c2ccc(Br)s2)n1	i	-2	1.5%	-12	-14	24%	-0.7%	1%	-4%	-6%	0.4	73
C[C@H](CCC(=O)NCC(=O)O)[C@H]1CC[C@H]2C3[C@H](O)C[C@@H]4C[C@H](O)CC[C@]4(C)[C@H]3C[C@H](O)[C@]12C (some centres undefined)	.	.	0.3%	.	.	.	2.7%	.	.	-1%	-0.6	52
Cc1sc2ncnc(N/N=C/c3ccc(O)cc3)c2c1C	i	-7	11%	-2	-6	4%	0.0%	8%	-10%	3%	20	63
CC(=O)Nc1ccc(S(=O)(=O)N2CCCc3ccccc32)cc1	i	22	1.4%	4	1	7%	-0.5%	-7%	-6%	-13%	2.5	86
CCCCC(=O)Nc1ccc(C(=O)NCCN2CCOCC2)cc1	.	.	1.3%	.	.	-7%	-1.5%	-3%	2%	.	0.6	61
CCOC(=O)N1C(=O)[C@](CC)(c2ccccc2)N1C(=O)OCC	.	.	0.7%	.	.	-1%	1.4%	-5%	11%	-46%	16	53
COc1ccc(Nc2nc(-c3cccc([N+](=O)[O-])c3)nc3ccccc23)c(OC)c1	i	10	8.7%	-10	-15	6%	3.1%	2%	-13%	-4%	-0.3	58
COc1ccc(CCN(C)C(=O)C2CCN(Cc3ccccc3)CC2)cc1OC	i	8	-1.0%	-1	10	8%	-1.7%	-5%	18%	-2%	-0.4	40
Cc1cccc(C(=O)N[C@H](C(=O)Nc2ccc(S(=O)(=O)NC3=NCCCCC3)cc2)C(C)C)c1	i	-5	0.8%	-17	7	-9%	0.7%	-1%	0%	-2%	0.7	64
S=C(NCc1ccco1)Nc1ccc(Cl)cc1	i	0	6.1%	1	-9	-22%	1.5%	4%	13%	1%	1.2	49
COc1ccc(C(=O)/C=C2/C(=O)Nc3ccccc32)cc1	.	.	1.1%	.	.	33%	-0.8%[50 µM]	-6%	6%	-34%	28	85
CCCCC(=O)Nc1nnc(-c2ccc(OC)cc2)s1	i	-4	0.9%	5	-8	10%	0.4%	-8%	-12%	0%	1.9	40
CN(c1ccccc1)S(=O)(=O)c1ccc(C(=O)NCCc2ccccc2)cc1	.	.	9.6%	.	.	8%	-0.3%	-3%	2%	-1%	-1.6	39
O=C(COc1ccccc1)Nc1ccc(Cl)c(-c2nc3ncccc3o2)c1	i	5	0.6%	10	7	7%	-1.6%	-9%	12%	0%	-0.3	96
S=c1sc2c(Cl)ncnc2n1-c1ccccc1	i	25	.	-6	7	-5%	-0.6%	-6%	45%	-12%	.	.
Oc1ccc2oc3c(c2c1/C=N/n1cnnc1)CCCC3	i	-22	?	19	11	19%	0.6%	-8%	13%	-1%	3.3	78	NS5 inhibitors pilot replicate=0.1
Cc1snc2sc(C(=O)c3ccc(Br)cc3)c(N)c12	i	-11	1.4%	4	-16	31%	0.2%	6%	21%	-1%	17	41
Cc1noc(C)c1COc1cccc(C(=O)N(C)Cc2nc3ccccc3c(=O)[nH]2)c1	.	.	0.7%	.	.	.	0.6%[50 µM]	.	.	-8%	-0.6	98
C[C@H](NC(=O)c1ccccc1Cl)C(=O)Nc1ccccc1F	.	.	1.8%	.	.	6%	-1.1%	-9%	15%	5%	-1.4	50
C[C@H](N=C1NS(=O)(=O)c2ccccc21)C(=O)OCc1cc([N+](=O)[O-])cc2c1OCOC2	.	.	0.5%	.	.	10%	0.1%	-7%	7%	4%	1.1	56
CSCC[C@H](N)C(=O)NC[C@H]1CC[C@H](C(=O)N[C@@H](Cc2ccccc2)C(=O)O)CC1	.	.	1.5%	.	.	-5%	0.4%	-3%	1%	0%	-0.4	85
CCOC(=O)C1CC=C(Cl)CC1C(=O)Nc1nccs1 (centres undefined)	i	-9	1.4%	-5	6	-5%	-0.6%	4%	-6%	4%	-0.7	52
C/C(CC(=O)Nc1cc(C)ccn1)=N\NC(=O)c1cccc(C)c1O	.	.	?	.	.	16%	0.3%	-4%	-8%	1%	0.4	56
Cc1ccc2nc(-c3ccccc3)cc(C(=O)N3CC(C)OC(C)C3)c2c1 (centres undefined)	.	.	-1.4%	.	.	.	1.0%[50 µM]	.	.	1%	0.5	89
COc1ccc(C(C(=O)NCc2ccc(F)cc2)N(C(=O)c2csnn2)C2CC2)cc1 (centres undefined)	.	.	0.7%	.	.	9%	-0.3%	-5%	5%	-2%	-0.1	47
COc1ccc(CCNC(=O)CN(c2cc(OC)ccc2OC)S(=O)(=O)c2ccccc2)cc1	.	.	3.9%	.	.	2%	-0.2%	-6%	0%	-15%	0.1	52
CC(Oc1ccc(Cl)cc1)/C(N)=N/O (centres undefined)	i	4	0.2%	2	6	-6%	0.4%	-5%	-12%	1%	-1.8	61
COC(=O)c1ccccc1NC(=O)NCc1ccncc1	i	37	1.4%	0	12	4%	0.1%	-1%	-8%	1%	1.5	110
Cc1ccc(Oc2ccc(Cl)cc2NC(=O)c2cnccn2)cc1	i	3	0.3%	2	-2	14%	-0.2%	-7%	2%	-3%	-0.3	48
O=C(COc1ccc(F)cc1)NC1CC1	i	4	3.5%	-5	-17	?	1.0%	-4%	-2%	1%	0.3	71
CC(C)C1N(C(N)=S)N=CC1(C)C (centres undefined)	.	.	1.4%	.	.	9%	0.7%	-4%	-7%	9%	0.7	41
Cc1cccn2c(=O)nc(SCC(=O)NC3CCCCC3)nc12	.	.	-1.7%	.	.	.	1.2%[50 µM]	.	.	-7%	-1.0	74

Fetched one by one from the entries so far (six):
SMILES	Autophagy mod	Autophagy mod cell loss 18 h	RSV CPE inhibition	WT yeast gro inh	WT yeast gro inh mutant strain	AID2073	K1F lysis inhibition	LYP inhibition	GPR35 antagonists	NS5 inhibitors	NTR1 agonist	NTR1 agonist cell count 20 µM	others
COc1ccc(CCNC(=O)CN(c2cc(OC)ccc2OC)S(=O)(=O)c2ccccc2)cc1	.	.	3.9%	.	.	2%	-0.2%	-6%	0%	-15%	0.1	52
CSCC[C@H](N)C(=O)NC[C@H]1CC[C@H](C(=O)N[C@@H](Cc2ccccc2)C(=O)O)CC1	.	.	1.5%	.	.	-5%	0.4%	-3%	1%	0%	-0.4	85
C/C(CC(=O)Nc1cc(C)ccn1)=N\NC(=O)c1cccc(C)c1O	.	.	?	.	.	16%	0.3%	-4%	-8%	1%	0.4	56
COc1ccc(C(C(=O)NCc2ccc(F)cc2)N(C(=O)c2csnn2)C2CC2)cc1 (centres undefined)	.	.	0.7%	.	.	9%	-0.3%	-5%	5%	-2%	-0.1	47
Cc1cccn2c(=O)nc(SCC(=O)NC3CCCCC3)nc12	.	.	-1.7%	.	.	.	1.2%[50 µM]	.	.	-7%	-1.0	74
CC(Oc1ccc(Cl)cc1)/C(N)=N/O (centres undefined)	i	4	0.2%	2	6	-6%	0.4%	-5%	-12%	1%	-1.8	61

Later entries:
SMILES	Autophagy mod	Autophagy mod cell loss 18 h	RSV CPE inhibition	WT yeast gro inh	WT yeast gro inh mutant strain	AID2073	K1F lysis inhibition	LYP inhibition	GPR35 antagonists	NS5 inhibitors	NTR1 agonist	NTR1 agonist cell count 20 µM	others
CN1/C(=C/C=N/NC(=O)c2ccc([N+](=O)[O-])cc2)C(C)(C)c2ccccc21	i	-8	-0.8%	3	12	1%	0.0%	1%	16%	1%	-1.3	73
N#CC(C#N)=Cc1ccc(NC(=O)c2ccc(Br)cc2)cc1	.	.	0.6%	.	.	23%	0.2%	2%	8%	6%	2.3	62
Cc1cc(-c2ccc3c(c2)COc2c4ccccc4nn2-3)on1	.	.	6.2%	.	.	.	0.9%	.	.	-15%	0.9	85
COc1cc(S(=O)(=O)NCCCn2ccnc2)ccc1Cl	.	.	0.3%	.	.	12%	0.1%	-6%	8%	-6%	-1.7	76
O=C(CO/N=C/c1cccc([N+](=O)[O-])c1)NC1CCCCCC1	i	-1	3.4%	1	-18	-2%	2.4%[50 µM]	-1%	-11%	-3%	0.2	56
O=C(O)Cc1nc2nc3c(c(=O)n2[nH]1)CCCC3	i	21	2.1%	21	11	15%	-0.1%	-7%	2%	0%	-1.6	75
CC(C)c1c(O)nc(SCC(=O)Nc2ccc3c(c2)CCC3)[nH]c1=O	i	-3	3.0%	-3	1	19%	0.0%	1%	-11%	1%	2.9	59
O=c1[nH]c(CSc2nnc3ccccn23)nc2ccccc12	i	6	0.1%	-10	-18	-1%	2.9%	-1%	-14%	-4%	-1.8	55
O=C(NCC1CCCO1)C1CC(=O)N(c2ccc(Cl)cc2)C1 (centres undefined)	.	.	1.2%	.	.	2%	-0.2%	-13%	0%	-7%	0.6	39
Clc1ccc(CNc2cnccn2)cc1	i	14	0.6%	-1	-2	18%	0.3%	-16%	-21%	-7%	0.1	81
Cc1ccc(-c2cc(N)n(-c3ccc(C)cc3)n2)cc1	i	-28	5.5%	30	-6	-2%	8.1%	-8%	-3%	14%	-3.7	86
c1ccc(-c2ccccc2OCCCN2CCCCC2)cc1	i	6	0.4%	-11	24	6%	0.1%	-10%	-1%	-11%	-0.1	75
O=S(=O)(NCC1(N2CCOCC2)CCCCC1)c1ccc(F)cc1	.	.	-0.9%	.	.	.	1.0%[50 µM]	.	.	3%	-0.3	49
C[C@@]12CCC[C@@](C)(C(=O)O)C1CC[C@@]13C[C@@H](NCc4ccccc4)[C@@](C)(CCC12)C3 (some centres undefined)	.	.	3.9%	.	.	.	4.1%	.	.	0%	-0.4	50
Cc1cccc(Cn2c(C(=O)OC(C)C)cc3c2ccn3C)c1	i	3	3.2%	34	20	2%	1.2%	-5%	17%	4%	2.3	36
O=C1C=C(NC2CC2)C2(CCCCC2)O1	i	16	0.2%	-5	5	12%	-0.1%	-4%	-16%	2%	-0.1	35
NS(=O)(=O)c1ccc(NC(=O)CN2CCCC2)cc1	i	9	2.2%	-6	7	8%	-0.3%	0%	?	.	2.1	45
